Htt clearance – mutant huntingtin protein clearance | HeLa Exon1htt(103Q)mCFP, aggregate imaging; zero = plate's median compound well | 47,000 tested, 0.42% active | inhibition, % at 1.5 µM | AID 853;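 active = inhibition of aggregate fluorescence above about 70%, also judged a hit by eye on the cell image, limit read from the data, passing the limit was not always enough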;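 note: cells exposed to compound for three days before fixation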
Htt clearance grain fraction – second read-out of Htt clearance, no call of its own (marks repeat the call); fraction fluorescence in grains; measured here: aggregate grain fluorescence fraction; hits give low values;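 scaled fraction of total cell fluorescence in grains with unit not stated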
* marks the source's active call; other numbers are inactive results. These rows are one share of the data; count on the stated rates, not on these rows.

SMILES | Htt clearance | Htt clearance grain fraction
O=C(O)c1nc2ccccc2nc1C(=O)O | -70 | 56
OC(CN1C2=NCCCN2c2ccccc21)c1ccc(Br)cc1 (centres undefined) | 53 | 18
COc1cc2c(cc1OC)CN(C(=O)c1ccccc1C(=O)O)CC2 | 33 | 23
CC1(C)C(c2ccccc2)=NC(c2ccc(F)cc2)N1O (centres undefined) | -20 | 42
CCOC(=O)C1CSC(CC(=O)Nc2ccc(Cl)cc2)C(=O)N1 (centres undefined) | 18 | 15
Cc1ccc(S(=O)(=O)NCCCNC(=O)c2ccccc2)cc1 | 19 | 15
COc1ccc(S(=O)(=O)N(C)CC(=O)N2CCC(C(N)=O)CC2)cc1 | -12 | 21
O=C(/C=C\Nc1ccc2c(c1)OCO2)c1ccccn1 | -49 | 51
Cc1ccc(COn2c(-c3ccc(Cl)cc3)nc3ccc([N+](=O)[O-])cc32)cc1 | -52 | 32
COc1ccccc1N/C(=N/S(=O)(=O)c1ccc(C)cc1)c1ccc(Cl)cc1 | 9 | 30
O=C(O)CCSc1nnnn1-c1ccccc1 | 28 | 25
COCc1nc2ccccc2n1Cc1ccccc1Br | 22 | 26
COc1cc(S(=O)(=O)Nc2ncccc2C)c(OC)cc1Cl | -53 | 28
COc1ccc(N=C2S/C(=C\c3ccc(C)s3)C(=O)N2CC(C)C)cc1 | 17 | 31
CNS(=O)(=O)c1cccc(C(=O)OCC(=O)N2CCc3ccccc3C2)c1 | -33 | 30
Cc1c(C(=O)O)oc2ccc(S(=O)(=O)NCc3ccccc3)cc12 | 0 | 46
Cc1cc(NC(=O)c2cnn3c(C(F)F)cc(-c4ccccc4)nc23)no1 | -140 | 50
O=C(O)c1cc(NCc2c(F)cccc2Cl)ccc1N1CCOCC1 | -28 | 46
Cc1ccc(CNC(=O)c2oc3ccc(S(=O)(=O)N4CCOCC4)cc3c2C)cc1 | -125 | 72
C=CCNc1nc(-c2c(C)nc3sccn23)cs1 | 22 | 14
CCOC(=O)Cc1nnc(NC(=O)CC)s1 | -29 | 48
Cc1ccc(C2C(C#N)=C(N)Oc3nc(-c4ccccc4)[nH]c32)o1 (centres undefined) | 58 | 13
Cc1cc(C)c(S(=O)(=O)NCC23C=CC(O2)C2C(=O)N(c4ccccc4)C(=O)C23)c(C)c1 (centres undefined) | -2 | 22
CCN(CC)C(=O)CSc1nnc(-c2cnccn2)n1-c1ccc(C)cc1 | -29 | 47

Some of these compounds in order of their number in Htt clearance, falling:
SMILES | Htt clearance | Htt clearance grain fraction
CCN(CC)C(=O)CSc1nnc(-c2cnccn2)n1-c1ccc(C)cc1 | -29 | 47
Cc1ccc(CNC(=O)c2oc3ccc(S(=O)(=O)N4CCOCC4)cc3c2C)cc1 | -125 | 72
Cc1cc(NC(=O)c2cnn3c(C(F)F)cc(-c4ccccc4)nc23)no1 | -140 | 50

Continuation.
SMILES | Htt clearance | Htt clearance grain fraction
CN(C)S(=O)(=O)c1cccc(C(=O)NCCc2ccccc2)c1 | 2 | 18
Cc1ccc(-c2noc(C3CCCN(S(=O)(=O)c4ccc5ccccc5c4)C3)n2)o1 (centres undefined) | -217 | 56
CCCCCc1nc2ccccc2c(=O)n1NC(=O)c1c(O)c2cccc3c2n(c1=O)CCC3 | -69 | 34
C=CCNC(=S)Nc1sc2c(c1C(=O)OCC)CC(C(C)C)OC2 (centres undefined) | 48 | 11
CCOC(=O)Cc1csc(NC(=O)COc2ccccc2OC)n1 | 20 | 30
CCOC(=O)c1sc(NC(=O)c2cccnc2)c(C#N)c1C | 3 | 38
CC1(NC(=O)N2CCOCC2)CCS(=O)(=O)C1 (centres undefined) | 18 | 25
COCCNC(=O)NC1(C(F)(F)F)Oc2ccc(Cl)cc2O1 (centres undefined) | -19 | 45
CCc1nnc(NC(=O)CSc2nnc(Cc3cccn3C)n2C)s1 | 33 | 25
Cc1nc(-c2ccccc2O)n(-c2ccccc2)n1 | 23 | 15
CC(=O)N(C)c1ccc(NS(=O)(=O)Cc2ccccc2)cc1 | 23 | 28
COC(=O)c1nn(-c2ccccc2)c(=O)cc1Oc1ccccc1 | -45 | 30
COc1cccc(CNC(=O)CCCNS(=O)(=O)c2cccs2)c1 | 63 | 7.3
Cc1ccc(C(=O)Nc2sc3c(c2C#N)CCCCC3)cc1C | -11 | 21
COC(=O)c1sccc1NC(=O)c1sccc1C | -49 | 31
COC(=O)CN(C#N)c1nc(SC)nc(N(C)C)n1 | -35 | 27
O=c1[nH]c(-c2cccnc2)nc2ccccc12 | -10 | 21
Cc1ccc(N=Cc2cc(C)n(C3CCCC3)c2C)cc1 | 24 | 30
COCCn1c(C)cc(C(=O)CN2C(=O)NC3(CCCCCCC3)C2=O)c1C | -10 | 36
COc1cccc(N2CCN(c3ncnc4c3cnn4-c3ccc(C)cc3C)CC2)c1 | 64 | 12
COc1ccc(N2CCN(S(=O)(=O)c3ccc(C(=O)NC4CCCC4)cc3)CC2)cc1 | 32 | 14
Cc1cc(NC(=O)Cc2cccs2)nn1CC(=O)NCc1ccco1 | -7 | 20
COc1ccc(C)cc1S(=O)(=O)N(C)CC(N)=O | 19 | 16
CC(=O)Nc1nc(C)nc(-c2ccccc2)c1C(C)=O | -16 | 24
COC(=O)c1cc(CN2CCN(c3ccccc3C)CC2)ccc1O | -58 | 31
CNC(=O)COC(=O)c1nc(-n2nc(C)cc2C)ccc1Cl | -11 | 33
CCOC(=O)CCSCC(=O)Nc1cc(C)on1 | 53 | 16
O=C(CN(C1CC1)S(=O)(=O)c1ccc(S(=O)(=O)NC2CCCCC2)cc1)Nc1ccccc1 | 50 | 10
COc1cc(NC(=O)Nc2cccc(C(C)=O)c2)cc(OC)c1OC | 75* | 5*
CCC1OC23CCCCC2C(C#N)(C(=N)O3)C1(C#N)C#N (centres undefined) | 19 | 35
Cc1ccc(OCc2nc(-c3ccccc3)no2)c(C)c1 | -18 | 47
CCC(Sc1nc2ccccc2s1)C(=O)Nc1nnc(C)s1 (centres undefined) | -50 | 55
COc1ccc(N2Cc3cccc(C(=O)O)c3C2=O)cc1 | 6 | 34
CN(C)CCNC(=O)c1ccc(Cl)s1 | 21 | 16
COc1ccccc1N1C(=O)CC(Sc2ncccc2C(=O)O)C1=O (centres undefined) | -37 | 27
CCCCN(CCCC)S(=O)(=O)c1ccc(N2CCCC2=O)c([N+](=O)[O-])c1 | 46 | 21

The listing continues.
Every second line gives: Htt clearance | Htt clearance grain fraction
- COc1ccc(-c2[nH]c(-c3ccccc3)nc2SCC(=O)NCc2ccco2)cc1OC
→ -94 | 101
- O=C1c2[nH]nc(-c3ccccc3O)c2C(c2ccccc2)N1Cc1ccco1 (centres undefined)
→ -36 | 46
- O=C(C1CCCN(S(=O)(=O)c2ccccc2)C1)N1CCCc2ccccc21 (centres undefined)
→ 2 | 17
- CCCOC(=O)Nc1ccc(C(N)=O)cc1
→ 11 | 15
- CC(C)NC(=O)c1ccc2c(=O)n(C3CCCC3)c(=S)[nH]c2c1
→ 19 | 30
- CCOc1ccc(NC(=O)CN2CCN(CC(=O)Nc3ccc4c(c3)OCO4)CC2)cc1
→ -8 | 23
- Cc1ccc2c(c1)N(CC(=O)N1CCN(c3nc4ccccc4s3)CC1)C(=O)C(C)O2 (centres undefined)
→ -81 | 60
- CCCC(c1nnnn1C1CCCCC1)N1CCN(c2ncccn2)CC1 (centres undefined)
→ 19 | 32
- O=C(CSc1ccc(Cl)cc1)NC1CCCC1
→ -14 | 42
- CCCn1c(C)cc(/C=C(\C#N)C(=O)OCC(=O)NC(=O)NCC)c1C
→ 20 | 16
- COc1ccc(-c2[nH]ncc2Oc2ccccc2OC)c(O)c1
→ -76 | 64
- O=C(Nc1nc2ccccc2n1CCN1CCCCC1)C1CCCCC1
→ -3 | 37
- O=C(CSCCO)Nc1cccc(C(F)(F)F)c1
→ -24 | 20
- COc1ccc(COCC(O)CN2CCOCC2)cc1OC (centres undefined)
→ -8 | 22
- CCOC(=O)CNC(=O)CSc1ncnc2c1nnn2-c1ccc(F)cc1
→ 34 | 13
- CN(C)S(=O)(=O)N1CCc2ccccc2C1
→ -75 | 64
- Cc1noc(C)c1S(=O)(=O)N(CC(=O)O)c1ccc2c(c1)OCO2
→ -51 | 51
- Cc1cccc(N(CC(=O)Nc2c(C)n(C)n(-c3ccccc3)c2=O)S(C)(=O)=O)c1
→ -6 | 20
- CCCCCCc1nc2ccccc2c(=O)n1NC(=O)c1c(O)c2c(n(CC(C)C)c1=O)CCCC2
→ 41 | 23
- CS(=O)(=O)NCCSCc1ccccc1
→ 28 | 14
- Cc1sc(NC(=O)CN2CCN(c3ccccn3)CC2)c(C#N)c1C
→ 14 | 16
- COc1ccccc1Oc1ccc2c(c1)C(=O)N(c1cccc(O)c1)C2=O
→ -27 | 23
- CNC(=S)NNC(=O)c1cccn(Cc2cccc(Cl)c2)c1=O
→ -45 | 31
- CCOc1cccc(-c2cc(=O)[nH][nH]2)c1
→ 19 | 16
- Cc1ccc(C2CC(c3ccc(Cl)cc3)=NNC2=O)cc1 (centres undefined)
→ -46 | 46
- CCn1c(C)cc(=S)c2ccccc21
→ -34 | 25
- Cc1ccc(S(=O)(=O)N2CCCC2C(=O)NCCc2nc3ccccc3[nH]2)cc1 (centres undefined)
→ 27 | 15
- COc1ccc(-n2ncc3c(NCc4ccco4)ncnc32)cc1
→ -42 | 44
- COc1cccc(CNC(=O)C2CCN(S(=O)(=O)c3cccs3)CC2)c1
→ 40 | 13
- O=C(O)c1cc(NCc2ccccc2C(F)(F)F)ccc1N1CCOCC1
→ -13 | 34
- COc1ccc(-n2nnc3c(=O)n(CC(=O)N4CCCC4)cnc32)cc1
→ -9 | 44
- CCOC(=O)c1ccc(NC2=CC(=O)C(=O)c3ccccc32)cc1
→ 27 | 32
- COC(=O)c1cnn2c(C(F)(F)F)cc(-c3ccc(F)cc3)nc12
→ -34 | 45
- Cn1c(=O)[nH]c(=O)c2c1nc1n2CCCN1CCc1ccccc1
→ 4 | 19
- COc1cccc(CN=CC2=C(O)CC(C)(C)CC2=O)c1OC
→ -23 | 26
- COc1ccc(-c2nc(NC(=O)C3CCN(c4nc5ccccc5o4)CC3)sc2C)cc1
→ 31 | 21
- CC1(C)Cc2c(sc3nc(-c4cc5ccccc5o4)n(N)c(=O)c23)CO1
→ -41 | 28
- CCc1nnc(NC(=O)CCC(=O)N2CCN(Cc3ccc(Cl)cc3)CC2)s1
→ -68 | 37
- CCOC(=O)C(NS(=O)(=O)c1ccc(Br)cc1)C(C)C (centres undefined)
→ 31 | 23
- Cc1cc(NC(=O)c2noc3c2CCCCC3)no1
→ 11 | 36

Quoted from above (3 entries):
Every second line gives: Htt clearance | Htt clearance grain fraction
- COc1cccc(CNC(=O)C2CCN(S(=O)(=O)c3cccs3)CC2)c1
→ 40 | 13
- O=C(O)c1cc(NCc2ccccc2C(F)(F)F)ccc1N1CCOCC1
→ -13 | 34
- COc1ccc(-n2nnc3c(=O)n(CC(=O)N4CCCC4)cnc32)cc1
→ -9 | 44

Sorted by number of heavy atoms (high to low): some entries from above.
Every second line gives: Htt clearance | Htt clearance grain fraction
- CC1(C)Cc2c(sc3nc(-c4cc5ccccc5o4)n(N)c(=O)c23)CO1
→ -41 | 28
- Cc1ccc(C2CC(c3ccc(Cl)cc3)=NNC2=O)cc1 (centres undefined)
→ -46 | 46
- CCn1c(C)cc(=S)c2ccccc21
→ -34 | 25

Further entries:
Every second line gives: Htt clearance | Htt clearance grain fraction
- COc1cccc(NC(=O)c2nn(C34CC5CC(CC(C5)C3)C4)cc2[N+](=O)[O-])c1
→ 20 | 31
- O=C(CSc1nc(-c2ccc(F)cc2)cc(C(F)(F)F)n1)NCCN1CCOCC1
→ -5 | 20
- CCCNC(=S)N1CCC(NC(=O)C23CC4CC(CC(C4)C2)C3)CC1
→ -5 | 19
- COc1ccc(OC)c(C(=O)COC(=O)c2ccccc2O)c1
→ -51 | 55
- COc1ccc(-c2nnc(SCCC(=O)O)n2C)cc1OC
→ -15 | 20
- CCCC(C)C(=O)N(Cc1ccccc1)c1ccccn1 (centres undefined)
→ 19 | 18
- O=C(CN1CCC(C(=O)c2ccc3c(c2)OCCO3)CC1)NC1CCCC1
→ 16 | 29
- c1ccc(Cn2c(-c3cncs3)nc3ccccc32)cc1
→ 48 | 11
- CS(=O)(=O)N(Cc1ccc(C(=O)NC2CCCCC2O)cc1)c1ccccc1 (centres undefined)
→ 6 | 20
- CCOc1ccc(-n2nnnc2SCC(=O)N2CCOCC2)cc1
→ 43 | 10
- CC(NC(=O)c1cccnc1)C(=O)N1CCCCC1 (centres undefined)
→ 10 | 33
- CCOC(=O)COc1ccc(CCNC(C)=O)cc1
→ 2 | 17
- CCCN(CCC)C(=O)CC(c1ccccc1)c1ccc(C)cc1O (centres undefined)
→ -32 | 24
- CCS(=O)(=O)Nc1ccc(C(=O)OC)cc1
→ 22 | 14
- Cn1c(=O)c2c(nc(-n3ccnc3)n2C)n(C)c1=O
→ -62 | 75
- Cc1onc(-c2ccccc2)c1C(=O)NCCc1ccc(Cl)cc1
→ -47 | 58
- COc1ccccc1NC(=O)C1=C(C)Nc2nnnn2C1c1cccc(C)c1 (centres undefined)
→ -4 | 51
- Cc1c(NC(=O)CSc2nc3ccccc3[nH]2)c(=O)n(-c2ccccc2)n1C
→ 7 | 34
- Cc1noc(C)c1COC(=O)CCc1nc2ccccc2c(=O)[nH]1
→ 0 | 35
- CCOC(=O)c1cnn2c(N)c(C#N)nnc12
→ 9 | 15
- Cc1ccc(C(=O)N/C(=C\c2ccc([N+](=O)[O-])cc2)C(=O)NCCc2ccccc2)cc1
→ -14 | 44
- COCCn1c(Cc2ccccc2)nnc1SCC(=O)NC(C)C
→ 26 | 25
- O=S(=O)(c1cccc(S(=O)(=O)N2CCCC2)c1)c1cccc(S(=O)(=O)N2CCCC2)c1
→ 44 | 21
- Cc1sc(NC(=O)C2CCCO2)c(C(N)=O)c1C (centres undefined)
→ 15 | 15
- O=C(NCc1ccc2c(c1)OCO2)C1CCC(CNS(=O)(=O)c2ccccc2)CC1 (centres undefined)
→ 25 | 14
- CSc1nc2c(c(=O)[nH]1)C(c1ccncc1)C(C(=O)OC(C)C)=C(C)N2 (centres undefined)
→ -28 | 47
- COC(=O)c1cn(CCOc2ccccc2F)c2ccccc12
→ -27 | 30
- COC(=O)COc1ccc(C2NC(=O)NC(c3ccccc3)=C2C(C)=O)cc1OC (centres undefined)
→ -37 | 55
- CC(=O)c1cccc(NC(=O)CCOc2ccccc2)c1
→ -12 | 21
